TcdB GH inh = TcdB glycohydrolase inhibitors, primary screen, biochemical, single point, plate reader; hit rate 0.24% among 350,000; TcdB glycohydrolase enzymatic assay; AID 652162, 2013; inhibition, % at 9.99 µM; in the data active means inhibition above about 10%
PriA SSB inh = inhibitors of Klebsiella pneumoniae PriA binding to SSB C-terminal tail, primary screen, biochemical, AlphaScreen; inhibition, % at 33 µM; AlphaScreen SSBct-PriA binding, biotinylated peptide; AID 1272365, 2023; hit rate 0.6% among 430,000; in the data active means inhibition mostly above about 37%, no sharp cut-off; inactive means mostly below about 20%;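 further: plate controls were negative control peptide for no effect and reference peptide for full effect; strong numbers were not always called active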
Anthrax LF prot = Bacillus anthracis LF protease inhibitors, primary screen, biochemical, multiplex microsphere, MLPCN library | Lethal factor (Bacillus anthracis), P15917 | multiplex microsphere protease cleavage assay | inhibition, % at 10 µM | hit rate 0.12% among 360,000; further: plate controls were buffer without enzyme for full effect and enzyme alone for no effect
Target sequence (P15917 whole entry, looked up): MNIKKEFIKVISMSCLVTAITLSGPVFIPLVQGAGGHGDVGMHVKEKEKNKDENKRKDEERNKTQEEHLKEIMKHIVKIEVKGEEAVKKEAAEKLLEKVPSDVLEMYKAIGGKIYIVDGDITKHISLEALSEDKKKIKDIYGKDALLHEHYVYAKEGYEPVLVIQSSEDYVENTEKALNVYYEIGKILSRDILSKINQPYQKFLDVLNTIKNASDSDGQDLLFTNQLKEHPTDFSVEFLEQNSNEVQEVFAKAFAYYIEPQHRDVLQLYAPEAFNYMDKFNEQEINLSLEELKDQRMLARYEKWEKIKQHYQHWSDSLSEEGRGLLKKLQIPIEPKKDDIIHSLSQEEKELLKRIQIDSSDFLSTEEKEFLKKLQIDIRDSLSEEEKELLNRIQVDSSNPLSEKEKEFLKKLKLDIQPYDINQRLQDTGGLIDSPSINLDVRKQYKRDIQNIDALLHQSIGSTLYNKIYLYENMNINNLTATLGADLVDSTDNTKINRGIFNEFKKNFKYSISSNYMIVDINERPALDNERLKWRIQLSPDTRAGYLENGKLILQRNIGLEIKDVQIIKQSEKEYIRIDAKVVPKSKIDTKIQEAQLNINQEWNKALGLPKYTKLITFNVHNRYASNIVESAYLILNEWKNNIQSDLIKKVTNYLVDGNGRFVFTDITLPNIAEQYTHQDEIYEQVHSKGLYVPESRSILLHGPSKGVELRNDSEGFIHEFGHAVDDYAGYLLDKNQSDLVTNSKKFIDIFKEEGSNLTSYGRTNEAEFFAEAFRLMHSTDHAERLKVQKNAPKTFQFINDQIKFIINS
VHR inh abs = VHR1 phosphatase inhibitors, primary screen, biochemical, absorbance, uHTS | recombinant VHR phosphatase, pNPP absorbance | inhibition, % at 13.3 µM | hit rate 0.52% among 290,000; in the data active means inhibition above about 50%; further: some compounds called inactive have numbers as strong as hits
Target sequence (P51452 whole entry, looked up): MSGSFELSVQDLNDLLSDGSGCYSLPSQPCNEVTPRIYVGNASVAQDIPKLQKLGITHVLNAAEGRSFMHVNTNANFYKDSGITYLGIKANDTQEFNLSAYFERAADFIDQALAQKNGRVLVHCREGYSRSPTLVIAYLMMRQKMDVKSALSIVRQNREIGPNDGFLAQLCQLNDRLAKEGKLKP
BoNT A protease = BoNT/A light chain protease inhibitors, primary screen, biochemical, flow cytometry, MLPCN library; Botulinum neurotoxin type A light chain protease (Clostridium botulinum A str. ATCC 3502); multiplex microsphere protease substrate cleavage; inhibition, % at 10 µM; hit rate 0.17% among 360,000; AID 588499, 2011; further: plate controls were buffer without enzyme for full effect and enzyme alone for no effect
Yp Topo-I inh = Yersinia pestis topoisomerase I inhibitors, primary screen, biochemical, cleavage product accumulation, plate reader, single point; Y. pestis Topo-I cleavage product accumulation; activity, % at 10 µM; hit rate 0.064% among 360,000; AID 504884, 2011; in the data active means activity above about 50%, passing the limit was not always enough; inconclusive means no clear call, values can overlap the other calls; further: inactives centre near 2
CCHF vOTU inh = CCHFV vOTU protease inhibitors, primary screen, biochemical, Pep-AMC substrate, fluorescence; AID 651958, 2012; Crimean-Congo hemorrhagic fever virus L polyprotein viral ovarian tumor (vOTU) protease …; hit rate 0.55% among 370,000; inhibition, % at 11.5 µM; in the data active means inhibition above about 30%; further: 0% = vehicle wells with enzyme and 100% = no enzyme wells
BH1578 lux ind = inducers of Vibrio cholerae quorum light production without autoinducers, primary screen, BH1578 luxS cqsA deficient, single point; V. cholerae BH1578 lux reporter, luminescence, 6 h; activation, % at 18.7 µM; AID 588436, 2011; hit rate 0.16% among 350,000; in the data active means activation mostly above about 9.7%, no sharp cut-off; inconclusive means no clear call, values can overlap the other calls; inactive means mostly below about 3.7%; further: not every result past the cut was called active; inactives centre near 0; reference of the scale not given here
3CLpro inhibitor = SARS-CoV 3CLpro protease inhibitors, primary screen, biochemical, quenched FRET; inhibition, % at 6 µM; hit rate 0.14% among 290,000; recombinant SARS-CoV 3CLpro, quenched FRET peptide cleavage; Replicase polyprotein 1ab (Severe acute respiratory syndrome coronavirus), P0C6X7; in the data active means inhibition above about 12%
PfHsp40 rescue = rescue of yeast from PfHsp40 toxicity, primary screen, S. cerevisiae, ATP luminescence. S. cerevisiae expressing PfHsp40, growth rescue. hit rate 0.68% among 340,000. growth rescue, % at 12.5 µM. AID 504582, 2011; in the data active means growth rescue above about 28%, passing the limit was not always enough; inconclusive means no clear call, values can overlap the other calls;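 further: yeast W303a lacking pdr1 and pdr3 grown in galactose medium; growth measured after three days at 30 °C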
An asterisk follows results filed as active; i = inactive; ? = inconclusive; . = no result given; & = joins results of further samples. Unless noted, no stated cut-off is given here; in the data, active means inhibition above about 30%; inconclusive means no clear call, values can overlap the other calls; inactive means below that. A portion of the library; count on the stated rates, not on these rows.

Second line of a record – BH1578 lux ind	TcdB GH inh	VHR inh abs	PfHsp40 rescue	Anthrax LF prot	CCHF vOTU inh	3CLpro inhibitor	PriA SSB inh	Yp Topo-I inh	BoNT A protease
- Cc1cc(C)c(NC(=O)CS(=O)CC(=O)N2CCN(c3cccc(C)c3C)CC2)c(C)c1 (stereo not drawn)
 : -0.5	1.4	20	0.0	-3	-13	4	7	35	1.7
- Cc1ccc(C)c(N2CCN(C(=O)c3ccc(CS(=O)Cc4ccc(Cl)cc4)o3)CC2)c1 (stereo not drawn)
 : -0.4	1.0	-4	3.9	2	19	7	5	14	1.9
- O=c1n(-c2cccc(Cl)c2)c(=O)n2n1CCC2
 : i	.	-4	-0.9	-6	2	5	0	7	-0.4
- COc1ccc(CNC(=O)CS(=O)Cc2nc(-c3ccc(C)cc3)oc2C)cc1 (stereo not drawn)
 : -0.4	-0.1	25	-1.1	0	3	-10	-14	-5	-0.6
- CCOC(=O)Cc1csc(NC(=O)COc2ccc(N(C)S(=O)(=O)c3cccs3)cc2)n1
 : i	.	19	1.0	-1	14	0	-17	0	0.5
- O=C(Nc1cccc(S(=O)(=O)NC2=NCCCCC2)c1)c1ccc(Cl)cc1
 : i	1.5	.	-0.2	-1	14	.	4	15	-2.9
- O=C(CSc1nnc(-c2ccncc2)o1)N1CCCC1
 : -0.2	1.5	22	-0.2	2	-9	4	-2	7	0.2
- O=C1C2CCCCN2C(=O)N1CCN1CCN(c2ccc(F)cc2)CC1 (stereo not drawn)
 : i	-2.1	.	-0.6	-1	-8	.	-8	-5	-1.0
- CCN(C(=S)Nc1cccnc1)c1cccc2ccccc12
 : -0.3	0.3	25	-1.4	0	-31	2	16	6	-1.0
- CC(On1nnc2ccccc21)C(=O)N1CCN(Cc2ccccc2)CC1 (stereo not drawn)
 : -1.3	0.9	2	1.2	-1	-1	-1	-2	4	-1.1
- CN(CC(=O)Nc1ccccc1C(=O)N1CCCC1)S(=O)(=O)c1ccc(Br)cc1
 : 0.9	.	35	-0.3	0	-6	2	-6	4	-1.8
- O=C(NNC(=S)NC(=O)c1ccccc1)c1ccc(O)cc1
 : i	2.2	2	-0.3	9	4	-3	0	-4	-3.5
- COC(=O)Cc1c(C)c2ccc(OCC(=O)N3CCCC(C)C3)c(C)c2oc1=O (stereo not drawn)
 : i	-1.6	-4	0.6	0	-39	-2	-4	23	1.0
- CC(C)(C)CC(=O)NC(=S)Nc1ccccc1[N+](=O)[O-]
 : -0.5	.	5	2.6	-7	8	1	-6	5	-0.4
- CC(C)(C)C(=O)NC(=S)Nc1cccc(C(=O)O)c1
 : 0.4	1.1	-14	-1.5	-10	-9	-1	2	-2	-0.6
- CCOc1cc(N2CCOCC2)c(OCC)cc1NC(=O)c1cc(C)nc2ccccc12
 : i	1.6	19	-0.6	-1	1	-4	-2	?	2.0
- CN(CC1CCCO1)S(=O)(=O)c1ccc(C(=O)Nc2nc3cc4c(cc3s2)OCO4)cc1 (stereo not drawn)
 : -0.1	-0.1	2	-0.3	-9	-5	-1	-13	5	-1.0
- CCN(CC(=O)Nc1ccc(Cl)c(C(F)(F)F)c1)CC(=O)NC1CCS(=O)(=O)C1 (stereo not drawn)
 : -0.6	0.0	11	0.7	0	-19	3	-1	-1	-0.5
- CCC(C)Nc1nc(CN2CCOCC2)nc2sc3c(c12)CCC3 (stereo not drawn)
 : -0.3	.	23	-1.1	-1	-11	0	-1	12	1.1
- O=C(Oc1ccc(Cl)c2cccnc12)N1CCOCC1
 : -0.6	.	4	12	-5	-2	-2	-5	-1	-1.1

Continued:
Second line of a record – BH1578 lux ind	TcdB GH inh	VHR inh abs	PfHsp40 rescue	Anthrax LF prot	CCHF vOTU inh	3CLpro inhibitor	PriA SSB inh	Yp Topo-I inh	BoNT A protease
- N=c1oc2ccc(Br)cc2cc1C(=O)NCc1ccc(F)cc1
 : i	-1.5	14	0.5	11	7	4	4	7	6.3
- C=CCOc1ccc(C(c2c(O)nc(SC)[nH]c2=O)c2c(O)nc(SC)[nH]c2=O)cc1
 : -0.8	-0.3	.	-1.8	.	7	.	-5	-8	.
- O=C(Nc1ccc(Cn2cccn2)cc1)c1ccc(COc2cccc(Br)c2)cc1
 : i	.	-35	-0.9	0	13	2	-26	10	-0.7
- CNc1nc(Nc2ccccc2)nc(OCC(F)(F)F)n1
 : i	2.3	11	3.1	-3	-2	1	-6	0	-0.9
- CCOC(=O)CCc1nc2ccccc2[nH]c1=O
 : -0.4	.	-1	1.1	-4	11	3	-6	-3	0.1
- COc1ccc(S(=O)(=O)NCC(=O)N(CC(=O)NCc2ccco2)Cc2ccc(F)cc2)cc1
 : 0.3	0.4	-25	-0.7	-4	-15	-1	-15	8	-0.7
- N#Cc1ccccc1S(=O)(=O)Nc1ccc2c(c1)OCCO2
 : -0.8	-5.5	15	0.0	-9	4	2	-16	-1	1.3
- O=C(COc1ccc(F)cc1)Nc1nc(-c2ccccn2)cs1
 : 2.5	2.2	.	1.4	-2	7	.	58*	-2	1.1
- CSc1nnc(C2CCN(CC(=O)Nc3ccccc3N3CCOCC3)CC2)n1C
 : 0.0	0.2	7	0.1	0	2	3	-8	-4	-0.2
- C(=Nc1ccc(Nc2ccccc2)cc1)c1ccc2ccccc2c1
 : -0.3	.	12	-0.5	-5	.	-1	-3	-13	-1.1
- COc1ccc(C(C)=O)cc1COc1ncnc2ccccc12
 : -0.4	-0.4	0	0.0	0	-15	-1	-21	-9	0.0
- Cc1ncoc1C(=O)NC1CCCc2c1cnn2-c1cc(F)cc(F)c1 (stereo not drawn)
 : -2.9	-0.6	.	.	-10	-2	.	.	7	0.6
- O=C(c1ccco1)n1nc(-c2ccc(Cl)cc2)nc1NCc1ccco1
 : -0.7	.	-6	-0.8	2	-4	1	-15	1	0.1
- CC(C)(C)OC(=O)N1CCN(C(=O)OCC2c3ccccc3-c3ccccc32)CC1C(=O)O (stereo not drawn)
 : i	0.3	.	1.3	2	-8	.	4	-3	-0.3
- CCOC(=O)c1oc2ccccc2c1COC(=O)CNC(=O)c1ccco1
 : i	2.4	.	0.1	1	11	.	-10	3	0.1
- CCOC(=O)c1sc(NC(=O)CN2CC(C)OC(C)C2)nc1C (stereo not drawn)
 : i	2.2	5	-0.7	-11	6	-1	4	-9	-1.9
- O=C(O)CCN1C(=O)c2ccc(NC(=O)CSc3ccccc3)cc2C1=O
 : -0.2	.	18	-1.6	-1	-3	-7	-5	-5	-0.4
- CCOc1cc2c(cc1OC)C(NC(=O)C(F)(F)F)CC2=O (stereo not drawn)
 : -0.3	.	11	0.2	8	4	1	-5	-4	-0.9
- OC(COc1ccccc1Br)CN1CCNCC1 (stereo not drawn)
 : 0.4	-0.8	13	-0.7	.	-19	-3	-9	1	.
- COc1ccccc1CCNS(=O)(=O)c1cc2c3c(c1)CCN3C(=O)CC2
 : i	-4.9	.	-0.7	4	-1	.	3	-2	-2.5

(continued)
Second line of a record – BH1578 lux ind	TcdB GH inh	VHR inh abs	PfHsp40 rescue	Anthrax LF prot	CCHF vOTU inh	3CLpro inhibitor	PriA SSB inh	Yp Topo-I inh	BoNT A protease
- CC(C)(C)n1nnnc1C(c1cccnc1)N1CCOCC1 (stereo not drawn)
 : 2.8	-0.2	7	-0.2	2	-5	2	-10	2	0.2
- CC(SCc1ccccc1)C(=O)NC1CCCC1 (stereo not drawn)
 : i	.	11	0.3	-2	9	-3	-22	1	0.8
- O=C(O)C1CCN(C(=O)NC2CCCCC2)CC1
 : i	.	4	-0.1	.	6	-6	-12	-3	.
- COc1cccc(/C=C2\SC(=S)N(NS(=O)(=O)c3ccc(C)cc3)C2=O)c1OC
 : i	-1.0	32	?	-12	16	6	.	11	0.0
- CC1CCCN(C(=O)c2ccc3c(c2NCCO)C(=O)c2ccccc2C3=O)C1 (stereo not drawn)
 : 0.2	.	19	-0.1	-3	6	3	64*	4	0.5
- Cc1ccc(NC(=O)CSC2=NN3CCCC(=O)N=C3S2)c(C)c1
 : 0.0	2.8	21	-1.7	-2	-4	5	-17	-1	-0.4
- CCc1nnc(NC(=O)c2cc(-c3ccncc3)nc3ccccc23)s1
 : -2.4	1.1	20	4.4	-1	7	1	-8	5	-0.9
- CN(CCOC(=O)/C=C/c1ccco1)Cc1ccccc1
 : -0.4	0.1	-5	0.1	-3	-2	-1	-7	21	-0.6
- COC(=O)C(CO)NC(=O)C(C)NC(=O)CNC(=O)OCc1ccccc1 (stereo not drawn)
 : -0.7	0.4	8	0.5	3	3	-1	-26	9	2.4
- CNC(=O)c1nc(C)n(-c2cc(Cl)cc(Cl)c2)n1
 : -0.3	.	-14	-0.9	2	.	-9	11	0	-0.6
- CCOc1cc(/C=N/NC(=O)c2ccccn2)ccc1OC(=O)c1ccc(F)cc1
 : .	-1.1	10	2.2	-6	11	-2	.	28	-5.0
- CCOC(=O)N1CCC(NC(=O)CCN2C(=O)COc3ccccc32)CC1
 : i	-1.4	-6	-1.3	-4	-4	6	-8	-1	-0.3
- O=C1NC(=O)C2(CCCCC2C2CCCCC2)N1 (stereo not drawn)
 : -0.8	0.1	.	-0.5	-4	-4	.	-7	3	1.0
- O=S(=O)(NCCOc1ccc(F)cc1)c1ccc2c(c1)OCCO2
 : i	.	20	1.7	0	2	0	-18&-10	6	0.7
- Cc1ccccc1CN1C(=O)Nc2ccccc2C(=O)N1C(C)(C)C
 : 5.9	.	0	-1.8	-2	-9	-4	2	-2	0.4

Fetched by structure from above (three):
Second line of a record – BH1578 lux ind	TcdB GH inh	VHR inh abs	PfHsp40 rescue	Anthrax LF prot	CCHF vOTU inh	3CLpro inhibitor	PriA SSB inh	Yp Topo-I inh	BoNT A protease
- CC(C)(C)n1nnnc1C(c1cccnc1)N1CCOCC1 (stereo not drawn)
 : 2.8	-0.2	7	-0.2	2	-5	2	-10	2	0.2
- CCOc1cc(/C=N/NC(=O)c2ccccn2)ccc1OC(=O)c1ccc(F)cc1
 : .	-1.1	10	2.2	-6	11	-2	.	28	-5.0
- CC(SCc1ccccc1)C(=O)NC1CCCC1 (stereo not drawn)
 : i	.	11	0.3	-2	9	-3	-22	1	0.8
